# JMJD2A Tudor: JMJD2A Tudor domain (human) inhibition | O75164 | Potency, µM (highest dose often 114 µM), for inactives: at the highest dose activity change, negative = inhibition, most hits filed as inhibitors | actives 4.4% (n = 390,000) | AlphaScreen JMJD2A-Tudor / H3K4me3 peptide binding; further: on the % scale 0 is the no-effect control and ±100 the full control effect; nearly all actives have a fitted effect of over 50% in size
# BAZ2B block: blocks human BAZ2B. actives 4.4% (n = 360,000). AlphaScreen BAZ2B-H3K14Ac peptide displacement. Q9UIF8. Potency, µM (doses to about 114 µM), for inactives: top-dose activity change, negative = inhibition, hits mostly inhibitors; further: on the % scale 0 is the no-effect control and ±100 the full control effect; nearly all actives have a fitted effect of over 60% in size
#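 Multi-concentration screen (max 110 uM) measuring displacement of acetylated histone H3 peptide from BAZ2B by AlphaScreen, using 50 nM protein, 50 nM peptide and 10 ug/mL streptavidin donor plus Ni-chelate acceptor beads.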
# Pol beta inh: DNA polymerase beta (human) inhibition; P06746; Pol beta primer extension/strand displacement, fluorescence kinetic; Potency, µM (highest dose often 114 µM), for inactives: at the top dose activity change, negative = inhibition, actives largely listed as inhibitors; actives 1.3% (n = 340,000); AID 485314; further: on the % scale 0 is the no-effect control and ±100 the full control effect
#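 Homogeneous kinetic assay of primer extension and strand displacement by 10 nM Pol beta, preincubated 15 min at room temperature with compound before 50 nM substrate (final) was added. Read at 0 and 10 min; four-parameter Hill fit.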
# Pol kappa inh: DNA polymerase kappa (human) inhibition. actives 0.53% (n = 400,000). purified Pol kappa, fluorescent DNA synthesis assay, 10 min. Potency, µM (top dose mostly 107 µM), inactives show top-dose activity, negative = inhibition, actives largely listed as inhibitors. Q9UBT6; further: on the % scale 0 is the no-effect control and ±100 the full control effect
#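 Enzyme at 10 nM met test compounds for 15 min at room temperature. Substrate addition (50 nM final) began the reaction, which was monitored by fluorescence at 0 and 10 min.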
# BLM inh: Bloom syndrome helicase (human) inhibition; P54132; recombinant BLM DNA unwinding, fluorescence dequenching; Potency, µM (top dose mostly 56.1 µM), for the others: at the top dose activity change, negative = inhibition, hits mostly inhibitors; actives 0.2% (n = 350,000);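 further: plate controls were vehicle for no effect and no enzyme for full effect; nearly all actives have a fitted effect of over 35% in size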
# POLI inh: DNA polymerase iota (human) inhibition; actives 1% (n = 390,000); Potency, µM (top dose mostly 115 µM), inactives show at the highest dose activity, negative = inhibition, actives largely listed as inhibitors; Q9UNA4; Pol iota fluorescent replication assay, 10 min
#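 Fluorescent replication assay read twice, at 0 min and 10 min after adding 50 nM (final) substrate. Enzyme (10 nM) and compounds were first incubated 15 min at room temperature; enzyme-free buffer wells were negative controls.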
# POLH inh: blocks human DNA polymerase eta activity. recombinant Pol eta, fluorescent DNA replication assay. Potency, µM (titrated, usually from 114 µM), without a hit: at the top dose activity change, negative = inhibition, actives largely listed as inhibitors. actives 1.2% (n = 390,000). AID 588591; further: on the % scale 0 is the no-effect control and ±100 the full control effect
# Target sequence (Q9Y253 whole entry, looked up): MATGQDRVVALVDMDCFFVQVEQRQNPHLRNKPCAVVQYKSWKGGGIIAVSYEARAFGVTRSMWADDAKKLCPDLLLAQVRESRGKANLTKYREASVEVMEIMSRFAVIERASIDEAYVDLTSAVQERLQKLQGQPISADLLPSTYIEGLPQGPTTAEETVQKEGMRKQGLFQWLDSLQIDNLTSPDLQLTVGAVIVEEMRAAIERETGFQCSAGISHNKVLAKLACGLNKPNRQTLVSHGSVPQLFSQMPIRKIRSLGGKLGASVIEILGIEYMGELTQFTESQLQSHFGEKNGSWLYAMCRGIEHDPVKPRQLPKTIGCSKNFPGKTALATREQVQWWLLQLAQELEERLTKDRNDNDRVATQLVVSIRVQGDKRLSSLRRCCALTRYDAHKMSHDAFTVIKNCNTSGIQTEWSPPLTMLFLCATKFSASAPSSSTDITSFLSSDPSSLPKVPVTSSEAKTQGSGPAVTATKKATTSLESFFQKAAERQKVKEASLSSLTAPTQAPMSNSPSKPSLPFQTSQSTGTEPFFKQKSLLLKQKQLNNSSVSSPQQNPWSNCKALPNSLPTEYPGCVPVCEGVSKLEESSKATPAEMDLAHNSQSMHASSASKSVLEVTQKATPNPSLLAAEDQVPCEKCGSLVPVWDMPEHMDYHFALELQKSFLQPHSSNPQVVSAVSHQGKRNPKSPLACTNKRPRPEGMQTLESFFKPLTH
#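 Pol eta (10 nM) was preincubated with compounds for 15 min at room temperature, after which fluorescent replication substrate (50 nM final) was added to start the reaction. Fluorescence was read kinetically at 0 and 10 min.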
# APE1 inh: APE1 (human) endonuclease inhibition | P27695 | recombinant APE1, TAMRA/BHQ-2 abasic DNA cleavage fluorescence | Potency, µM (top dose mostly 65.8 µM), for inactives: top-dose activity change, negative = inhibition, hits mostly inhibitors | actives 0.35% (n = 350,000);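 further: plate controls were vehicle for no effect and reference inhibitor for full effect; nearly all actives have a fitted effect of over 55% in size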
# Target sequence (P27695 whole entry, looked up): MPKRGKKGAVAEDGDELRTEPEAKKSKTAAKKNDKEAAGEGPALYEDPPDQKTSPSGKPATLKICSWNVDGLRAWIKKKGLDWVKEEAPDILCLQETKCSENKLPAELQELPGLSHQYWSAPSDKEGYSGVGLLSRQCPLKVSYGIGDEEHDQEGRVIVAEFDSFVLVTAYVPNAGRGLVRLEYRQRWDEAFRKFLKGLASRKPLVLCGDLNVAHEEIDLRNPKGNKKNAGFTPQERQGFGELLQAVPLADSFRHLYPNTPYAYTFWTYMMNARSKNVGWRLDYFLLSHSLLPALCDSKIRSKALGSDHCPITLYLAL
#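 Measures dequenching upon AP-site incision of a 5'-TAMRA/3'-BHQ-2 THF-containing duplex, 50 nM; human APE1 0.75 nM after 15 min room-temperature exposure to compound; kinetic three-point read at one-minute spacing.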
# G9a inh: blocks human histone lysine methyltransferase G9a. Q96KQ7. G9a H3K9 monomethylation, AlphaScreen, 2 h. actives 8.8% (n = 350,000). Potency, µM (series often up to 102 µM), for inactives: at the top dose activity, negative = inhibition, hits mostly inhibitors; further: on the % scale 0 is the no-effect control and ±100 the full control effect; nearly all actives have a fitted effect of over 75% in size
#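 Readings reflect AlphaScreen signal from monomethyl-H3K9 antibody detection. HMT at 20 nM; substrate b-H3K9 500 nM; cofactor SAM 20 uM; 2 h RT reaction; compounds tested as titrations in qHTS with 15 min preincubation.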
# Active calls of the source: *; ? = inconclusive; · = not tested or not shown; [ ] = dose if it differs, or a comment. The call rests on the fitted dose curve; in most records, active means well fitted curve in the direction sought with a large enough effect; inconclusive means small, poorly fitted or top-dose-only effect, or another doubt; inactive means no such curve, though single readings can be large; an effect the other way counts as inactive or inconclusive. Potency means the concentration at half of the fitted maximal effect.
JMJD2A Tudor	BAZ2B block	Pol beta inh	Pol kappa inh	BLM inh	POLI inh	POLH inh	APE1 inh	G9a inh	SMILES
7%	4%	15%	9%	-8%	-3%	-5%	·	0%[59 µM]	CCOC(=O)c1c(-c2ccccc2)oc2ccc(N(C(C)=O)S(=O)(=O)c3cc(C)ccc3C)cc12
-24%	·	·	-19%	·	?	-3%	·	·	O=C(NCCc1nc(-c2ccccc2Cl)no1)c1ccccc1
-7%	-5%	1%	1%	3%	-5%	-1%	-2%	?	Cc1ccc(-c2nc(CS(=O)CC(=O)NC3CC3)c(C)o2)cc1 (stereo not given)
-23%	0%	2%	-12%	-6%	39%[activator]	-9%	2%	9%[59 µM]	Cc1cc(SCC(=O)Nc2ccc(O)cc2)n2nc(C)c(-c3ccccc3)c2n1
-18%	4%	3%	-11%	-6%	101%[activator]	-6%	8%	0%	Cc1ccc(N(C(C)C(=O)Nc2cccc(N(C)S(C)(=O)=O)c2)S(C)(=O)=O)cc1 (stereo not given)
-29%	11%[57.1 µM]	7%	4%	4%	6%	-9%	·	-30%[59 µM]	Cc1ccc(-n2ncc(C(=O)Nc3c(Cl)cccc3Cl)c2C2CCNCC2)cc1
-19%	·	·	-19%	·	-7%	-12%	5%	·	Cc1ccc(C)c(S(=O)(=O)N2CCN(c3ncnc4sccc34)CC2)c1
-7%	?	12%	-11%	2%	13%	-18%	2%	?	COc1ccc(S(=O)(=O)N2CCC(C(=O)Nc3ccccc3C)CC2)c2cccnc12
2%	·	·	-3%	·	50%[activator]	-15%	53%[activator]	·	COc1ccccc1/C=C/C(=O)OCC(=O)NC1CCS(=O)(=O)C1 (stereo not given)
-5%	-5%	3%	-9%	-3%	5%	-4%	-3%	-5%[59 µM]	CCn1cc(C(=O)OCc2cccc(Br)c2)c(=O)c2ccc(C)nc21
-9%	-19%	3%	0%	1%	?	-2%	18%	22%	CC(C)(C)C(=O)N1CCN(C(=O)c2ccco2)CC1
5%	12%	7%	-13%	-3%	4%	-9%	15%	?	O=S(=O)(NC1CC1)c1cccc(S(=O)(=O)N2CCCC2)c1
7%	-10%[57.1 µM]	24%	4%	0%	4%	-6%	42%	28%	Cn1c(CNC(=O)CNC(=O)c2ccccc2F)cc(=O)n(C)c1=O
-9%	11%	18%	0%	-1%	12%	2%	13%	26%[59 µM]	CCOC(=O)N1CCN(S(=O)(=O)c2cc(Br)cc3c2N(C(=O)C2CC2)CC3)CC1
-31%	-2%	?	-12%	2%	6%	-10%	0%	-34%	Cn1c(CCNC(=O)c2ccccc2)nc2cc(NC(=O)C3CCCCC3)ccc21
-18%	-3%	12%	-7%	2%	-17%	-8%	-2%	8%	COc1ccc(NC(=O)[C@@H](NC(N)=O)C(C)C)cc1Cl
48%[activator]	·	·	-2%	·	1%	2%	13%	·	c1ccc2cc(C3CCCCC3)ncc2c1
-29%	?	-14%	-15%	-9%	-16%	-8%	·	?	CCOc1ccc(CNCc2c(C(=O)O)n(Cc3ccc(OC)cc3)c3ccccc23)cc1
-14%	3%	-13%	-20%	0%	55%[activator]	2%	-5%	0%	O=C(COC(=O)CNC(=O)c1ccccc1F)Nc1cccnc1Cl
50µM*	?	·	-7%	·	5%	-11%	-9%	45µM*	COc1ccc2sc(N(CCCN(C)C)C(=O)c3ccc(S(=O)(=O)N(C)Cc4ccccc4)cc3)nc2c1
-13%	9%	16%	-12%	2%	7%	-10%	18%	20%[59 µM]	Cc1c(N=C(N)/N=C(\N)Nc2ccccc2)c(=O)n(-c2ccccc2)n1C
-16%	·	·	1%	·	-11%	5%	·	·	CN(C(=O)c1cccc(NC(=O)Cc2ccc(NC(=O)C3CCN(C(=O)c4ccccc4)CC3)cc2)c1)C1CCC1
-16%	-37%	19%	-15%	-3%	?	-15%	-1%	50µM*	CC(=O)Nc1cccc(NC(=O)CSc2nnc(Cc3cccn3C)n2CCc2ccccc2)c1
-16%	-4%	11%	6%	-7%	-8%	-6%	1%	21%[59 µM]	COc1ccc(-n2c(C)c(C(C)=O)c(C(C)=O)c2C)cc1OC
·	·	·	-7%[60.1 µM]	-6%	·	·	-7%	12%[12.7 µM]	COCCn1c(=O)c(-c2cccs2)nc2cnc(Oc3cccc(Cl)c3)nc21
3.5µM*	50µM*	1%	-9%	1%	21%	-3%	4%	13µM*	COc1cccc(CNCC(=O)N2C(C)CCCC2C)c1 (stereo not given)
-15%	2%	33%	-3%	-4%	8%	-2%	-8%	-11%	COc1cc(CN2CC(=O)N(c3ccccc3Cl)C2=S)cc(OC)c1OC
28%	-3%	-15%	-2%	3%	12%	-11%	-3%	2%	Nn1c(SCC(=O)Nc2cccc(S(N)(=O)=O)c2)nnc1C1CC1
-14%	?	-2%	-15%	-6%	14%	-27%	3%	?	CNC(=O)c1[nH]cnc1C(=O)N[C@@H](CC(C)C)C(=O)OC(C)(C)C
-18%	-27%	1%	-4%	-16%	0%	-15%	27%	60%	CC(=O)Nc1cccc(C(=O)N(CCc2ccccc2)Cc2ccccc2)c1
-26%	·	·	-5%	·	-12%	-7%	-17%	·	O=C(N[C@H]1C/C=C\C[C@@H](CC(=O)N(CCO)Cc2ccccc2)C(=O)NC[C@H](c2ccccc2)OC1=O)OCC1c2ccccc2-c2ccccc21
-5%	-14%	-6%	1%[60.1 µM]	-4%	33%[activator]	-26%	·	-22%[59 µM]	COc1ccc(S(=O)(=O)NCC(c2ccco2)S(=O)(=O)c2cccs2)cc1C (stereo not given)
316%[activator]	77%[activator]	15%	-2%	16µM*	11%	-2%	9%	70%[activator][59 µM]	O=C(CCl)Nc1ccccc1Sc1ccc(Cl)cc1
-12%	-1%	-11%	-15%	-2%	17%	-6%	7%	32%[activator][59 µM]	CCOC(=O)CCCSc1nnc(CCCCCN2C(=O)c3cccc4cccc(c34)C2=O)o1
·	?	?	·	1%	·	·	?	-12%[59 µM]	CN(C)S(=O)(=O)N(CC(=O)Nc1ccccc1C(F)(F)F)c1ccccc1
-8%	?	-19%	-15%	-4%	16%	-9%	-8%	52%[activator][59 µM]	Cc1cc2c(C)nc(N/N=C/c3ccccc3)nc2o1
-16%	-4%	6%	-1%	-4%	13%	?	-1%	-26%[59 µM]	O=C(N/N=C/C=C/c1ccccc1)c1n[nH]c2c1CCC2
·	56µM*	-5%	·	0%	·	·	0%	?	O=c1[nH]c2ccccc2nc1C(Cl)c1ccccc1 (stereo not given)
1%	10%	·	-8%	·	22%	-20%	2%	8%	Cc1ccc2nc(SCC(=O)Nc3ccccc3F)nc(=O)n2c1
-6%	13%[57.1 µM]	0%	0%	12%	24%	5%	·	52%[activator][59 µM]	CC(C)(C)OC(=O)N1CCC(c2c(C(=O)NCc3ccccn3)cnn2-c2ccc(F)cc2)CC1
-7%	4%	22%	-19%	1%	1%	7%	10%	16%[59 µM]	COc1ccc(C(=O)NCc2nnc(SCC(=O)Nc3nc4ccc(C)cc4s3)o2)cc1OC
13%	8%	3%	-8%	-2%	6%	-19%	1%	10%	CC(C)(C)C1CCC(OC(=O)c2ccncc2)CC1 (stereo not given)
-3%	-2%	-11%	-11%	-2%	-1%	-23%	4%	28%	COc1ccc(Cl)cc1N(CC(=O)Nc1ccccc1C(=O)N1CCOCC1)S(C)(=O)=O
5%	-10%	29%	2%	-1%	-2%	-14%	16%	20%	CCOc1ccc(C(=O)NC2CCN(CC(=O)NCc3ccccc3)CC2)cc1
2%	-8%	-1%	-13%	0%	-17%	-2%	1%	2%[59 µM]	O=C(CNC(=O)C1CCCCC1)OCc1cc(=O)oc2ccc3ccccc3c12
-3%	-6%	6%	-4%	2%	2%	-2%	4%	6%[59 µM]	Cn1nc(C(=O)NCC2CCCO2)c2ccccc2c1=O (stereo not given)
-11%	-8%	9%	-1%	-9%	59%[activator]	-12%	5%	13%	CCOC(=O)C1=C(CC)Nc2ccccc2N=C1N
-5%	-1%	0%	-11%	-4%	10%	-18%	-3%	-1%	Cc1onc(-c2ccccc2)c1CNS(=O)(=O)c1ccc(F)cc1F
0%	9%	·	3%	·	28%	-3%	-1%	7%[59 µM]	Cc1ccc(NC(=O)c2ccc3c(c2)OCCO3)nc1
-16%	5%	·	-1%	·	21%	-17%	3%	21%[12.7 µM]	CCOC(=O)c1sc(NC(=O)C2CSC3(C)CCC(=O)N23)nc1C (stereo not given)

# Single records, as listed above. Order of screens: JMJD2A Tudor	BAZ2B block	Pol beta inh	Pol kappa inh	BLM inh	POLI inh	POLH inh	APE1 inh	G9a inh
# Cc1ccc2nc(SCC(=O)Nc3ccccc3F)nc(=O)n2c1 in the list: 1%	10%	·	-8%	·	22%	-20%	2%	8%
# COc1ccc(S(=O)(=O)N2CCC(C(=O)Nc3ccccc3C)CC2)c2cccnc12 in the list: -7%	?	12%	-11%	2%	13%	-18%	2%	?
# CC(=O)Nc1cccc(NC(=O)CSc2nnc(Cc3cccn3C)n2CCc2ccccc2)c1 in the list: -16%	-37%	19%	-15%	-3%	?	-15%	-1%	50µM*
# Cc1ccc(-c2nc(CS(=O)CC(=O)NC3CC3)c(C)o2)cc1 (stereo not given) in the list: -7%	-5%	1%	1%	3%	-5%	-1%	-2%	?

# The list goes on.
JMJD2A Tudor	BAZ2B block	Pol beta inh	Pol kappa inh	BLM inh	POLI inh	POLH inh	APE1 inh	G9a inh	SMILES
-1%	40%[activator]	2%	-23%	-1%	-11%	-7%	?	?	O=C1c2ccsc2SCCN1Cc1c(Cl)cccc1Cl
-18%	-3%	44%	-15%	2%	20%	-9%	13%	·	Cc1ccc(CNC(=O)C2CCC(=O)N(CCc3cccc(F)c3)C2)cc1 (stereo not given)
-21%	-23%	?	-5%	2%	37%[activator]	-10%	5%	9%[59 µM]	Cc1ccc(NC(=S)NC2CCN(Cc3ccccc3)CC2)cc1
-7%	6%	-1%	-23%	-1%	3%	-2%	-15%	8%	COC(=O)COc1cc(=O)oc2ccc(NS(=O)(=O)c3ccccc3)cc12
-7%	-3%	1%	1%	-5%	28%	-5%	·	21%[59 µM]	CCOC(=O)N1CCc2c(sc3c2c(=O)n(-c2ccc(Cl)cc2)c(=O)n3Cc2cccc(C)c2)C1
-15%	-8%	2%	-6%	4%	-4%	-9%	4%	1%[59 µM]	Cc1cc(C)c(S(=O)(=O)N2CCCOC2CNC(=O)C(=O)NCc2cccs2)c(C)c1 (stereo not given)

# From PubChem BioAssay

# These rows are one share of the data. The share of hits here may be higher or lower than overall.
